High-throughput results from PubChem.
DRD3 antagonist = antagonists of human D3 dopamine receptor. D3R cells, DiscoveRx beta-arrestin luminescence, antagonist mode; stronger effect = lower value. max response, negative = inhibition, %. 2.5% of 360,000 active. P35462. AID 652054; in the data active = max response below about -50%; inconclusive = no clear call, values can overlap the other calls; also: % is scaled to controls: 0 for no effect and ±100 for the full control effect; mostly tested at two doses, the higher about 12 µM
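Cells plated overnight at 1500 cells/well, then exposed to library compounds with dopamine controls for 90 minutes at 37 degrees C. DiscoveRx reagent added for 30–60 minutes at room temperature; luminescence read, quantitative HTS format.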
EPAC2 ag = EPAC2 (human) agonism; EPAC2 activation, biochemical qHTS; response scale: 100% = 6.5 mM cAMP response; Potency, µM (highest dose often 154 µM), inactives show top-dose activation, usual class: activators; 0.079% of 360,000 active; AID 720711; also: potency is read from the fitted curve at half-maximal effect; nearly all actives have a fitted effect of over 50% in size
Target sequence (Q8WZA2 whole entry, looked up): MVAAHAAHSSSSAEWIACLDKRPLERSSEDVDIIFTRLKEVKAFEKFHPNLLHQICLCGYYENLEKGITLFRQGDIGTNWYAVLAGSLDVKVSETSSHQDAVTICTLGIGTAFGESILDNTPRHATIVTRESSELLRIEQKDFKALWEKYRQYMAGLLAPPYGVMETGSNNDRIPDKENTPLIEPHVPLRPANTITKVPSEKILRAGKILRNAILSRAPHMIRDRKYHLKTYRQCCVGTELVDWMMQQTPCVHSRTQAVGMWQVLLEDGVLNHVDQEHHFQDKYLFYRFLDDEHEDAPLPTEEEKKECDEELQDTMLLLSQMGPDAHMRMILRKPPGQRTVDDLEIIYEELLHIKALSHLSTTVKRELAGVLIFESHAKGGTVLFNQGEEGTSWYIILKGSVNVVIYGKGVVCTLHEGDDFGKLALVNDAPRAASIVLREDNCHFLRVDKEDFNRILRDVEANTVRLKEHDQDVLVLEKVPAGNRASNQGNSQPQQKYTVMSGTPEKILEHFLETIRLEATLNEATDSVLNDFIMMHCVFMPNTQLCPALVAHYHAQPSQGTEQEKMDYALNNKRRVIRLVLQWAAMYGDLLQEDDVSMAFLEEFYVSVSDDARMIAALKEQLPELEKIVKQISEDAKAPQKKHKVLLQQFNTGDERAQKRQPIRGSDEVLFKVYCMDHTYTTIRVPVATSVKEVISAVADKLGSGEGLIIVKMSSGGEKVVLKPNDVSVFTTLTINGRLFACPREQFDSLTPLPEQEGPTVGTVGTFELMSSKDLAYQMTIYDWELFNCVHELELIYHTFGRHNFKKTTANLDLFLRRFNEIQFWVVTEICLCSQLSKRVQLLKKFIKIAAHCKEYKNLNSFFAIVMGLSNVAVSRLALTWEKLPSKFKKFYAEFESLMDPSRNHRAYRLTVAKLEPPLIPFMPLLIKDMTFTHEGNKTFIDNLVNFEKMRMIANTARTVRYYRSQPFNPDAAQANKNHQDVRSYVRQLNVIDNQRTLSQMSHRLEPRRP
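Fluorescence exchange assay: 100 nM EPAC2 with 250 nM RAP1B-BODIPY-GDP and 50 uM GDP; compounds tested as a concentration-titration series (qHTS). Loss of Rap1-bound BODIPY-GDP fluorescence read at 480/540 nm; data normalized to 6.5 mM cAMP.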
Abeta yeast res = A-beta toxicity reversal in yeast; yeast expressing A-beta42, growth rescue, OD600, 48 h; response scale: 0% DMSO, 100% iron-clioquinol control; Potency, µM (series often up to 46.1 µM), for the others: top-dose growth rescue, actives largely listed as activators; 0.063% of 410,000 active; AID 1347071; also: potency is read from the fitted curve at half-maximal effect; nearly all actives have a fitted effect of over 55% in size
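Yeast growth medium received pinned compounds, then yeast cells expressing toxic A-beta were added; plates incubated at 30 C for 48 hr. Growth read as absorbance at 600 nm, normalized to DMSO and equimolar FeCl3 plus clioquinol controls.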
FUS suppressor = rescues growth of FUS-expressing yeast. S. cerevisiae FUS-expressing, growth rescue, OD600, 24 h. Potency, µM (doses to about 76.6 µM), for inactives: at the highest dose growth rescue (activation), usual class: activators. 0.24% of 390,000 active. AID 1347120;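 also: potency is read from the fitted curve at half-maximal effect; plate controls were DMSO vehicle for no effect and reference control for full effect; nearly all actives have a fitted effect of over 55% in size; some results filed as inactive show a strong effect at the top dose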
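FUS-expressing yeast, raffinose-pregrown, induced in 2% galactose minimal medium at OD 0.005; compounds in a dilution series, 24hr at 30C. Growth restoration read as absorbance at 600 nm. CP55940 positive control, DMSO negative.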
EPAC2 antag = EPAC2 (human) antagonism; EPAC2 GEF exchange of Rap1B-BODIPY-GDP, fluorescence; Potency, µM (doses to about 114 µM), inactives show top-dose activity, negative = inhibition, most hits filed as inhibitors; 0.18% of 360,000 active; AID 720708; also: potency is read from the fitted curve at half-maximal effect; % is scaled to controls: 0 for no effect and ±100 for the full control effect; nearly all actives have a fitted effect of over 45% in size; many of its hits are not listed in these tables
TDP43 rescue = TDP-43 toxicity inhibition in yeast. TDP-43 expressing yeast growth rescue, BacTiter-Glo, 24 h. Potency, µM (top dose mostly 46.1 µM), inactives show at the highest dose growth rescue (activation), hits mostly activators. 1.8% of 410,000 active; also: potency is read from the fitted curve at half-maximal effect; % of control where 0% means no effect; nearly all actives have a fitted effect of over 50% in size
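Growth rescue of TDP-43-toxic yeast measured as ATP luminescence (BacTiter-Glo). Cells grown to mid-log in raffinose, induced in galactose at OD600=0.02, exposed to compound 24 hr at 30 deg C.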
aSyn yeast inh = rescues yeast growth from alpha-synuclein toxicity; Potency, µM (top dose mostly 46.1 µM), without a hit: top-dose growth rescue (activation), usual class: activators; Yeast expressing alpha-synuclein, growth rescue, BacTiter-Glo, 24 h; 0.14% of 370,000 active; also: potency is read from the fitted curve at half-maximal effect; % of control where 0% means no effect; nearly all actives have a fitted effect of over 65% in size
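Readout is rescue of growth in alpha-synuclein-expressing yeast, so inhibitors of toxicity appear as activators. Growth after 24 hr at 30 deg C in galactose medium is quantified by luminescence.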
D3 ag = agonists of human D3 dopamine receptor; P35462; D3R DiscoveRx beta-arrestin cells, luminescence, 90 min; 0.58% of 410,000 active; AID 652048; max activation, %; in the data active = max activation above about 30%; also: 0% is about no effect; mostly tested at two doses, the higher about 12 µM
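Cells at 1500/well, incubated overnight, then treated with pinned compounds (dopamine as control) for 90 min at 37 degrees C. DiscoveRx reagent added for 30 - 60 minutes at room temperature; luminescence read.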
Starred values were filed as active, the others as inactive; ? = inconclusive; . = no result given; & = joins results of further samples; [ ] = dose if it differs, or a comment. Unless noted, calls follow the shape of the dose curve; as a rule, active = well fitted curve in the direction sought with a large enough effect; inconclusive = small, poorly fitted or top-dose-only effect, or another doubt; inactive = no such curve, though single readings can be large; an effect the other way counts as inactive or inconclusive.

The line under a structure holds: DRD3 antagonist	EPAC2 ag	Abeta yeast res	FUS suppressor	EPAC2 antag	TDP43 rescue	aSyn yeast inh	D3 ag
> COc1ccc(C(=O)Nc2cc3c(cc2N2CCOCC2)n(C)c(=O)n3C)cc1OC
    5	1%	0%	-4%	14%	4%	6%	1
> CCN(CC)c1ccc(NC(=O)C2CCCN(S(=O)(=O)c3ccc4c(c3)oc(=O)n4C)C2)c(C)c1 (stereo unspecified)
    .	.	-10%	-23%	.	2%	.	-4
> O=C(NCCC1=CCCCC1)C1CCC(CNc2c(N3CCCC3)c(=O)c2=O)CC1 (stereo unspecified)
    4	-1%	-14%	2%	5%	-28%	0%	18
> O=c1c2c3c(sc2n(CCN2CCCC2)c(=O)n1Cc1ccco1)CCCCC3
    -64*	-2%	-17%	20%	-5%	-5%	9%	-10
> CC(C)(C)NC(=O)C1CC(=O)OC12CCCCC2 (stereo unspecified)
    -26	1%	4%	-4%	26%	4%	0%	2
> Cc1cc(N2CCN(S(=O)(=O)c3ccc(C)c(C)c3)CC2)c2ccccc2n1
    31	13%	7%	13%	-8%	-16%	5%	-6
> Fc1ccccc1NC(=S)Nc1cccc2cnccc12
    -26	4%	-16%	26%	1%	-15%	-16%	-5
> Cc1[nH]c2ccccc2c1SCC(=O)N1CCCCC1
    5	-3%	?	5%	-10%	?	7%	14
> CCOc1ccc2oc(-c3ccccc3)c(C(N)=O)c2c1
    7	7%	-4%	22%	10%	16%	0%	12
> CC1(C(=O)NCc2ccccn2)C=CCN1C(=O)c1ccccc1 (stereo unspecified)
    -11	0%	4%	-12%	7%	7%	2%	8
> COc1ccc(-n2nc(C(=O)NCC(=O)NCCCN3CCOCC3)c3ccccc3c2=O)cc1
    4	6%	7%	13%	0%	-5%	3%	3
> Cc1ccc(CCNC(=O)C2CC(c3ccc(C(F)(F)F)cc3)=NO2)cc1 (stereo unspecified)
    17	-1%	22%	-3%	-9%	?	1%	2
> CN(CC(=O)Nc1ccc(Cl)c(C(F)(F)F)c1)C(=O)c1cccc2cccnc12
    28	-10%	11%	.	-4%	6%	8%	3
> COc1ccccc1C(=O)NCCC(=O)NNC(=O)Cn1ccc(C(F)(F)F)n1
    -8	6%	12%	13%	0%	-40%[inhibitor]	-3%	-9
> Cc1[nH]c2ccccc2c1C(C[N+](=O)[O-])c1cccc(O)c1 (stereo unspecified)
    ?	5%	6%	37%	1%	.	12%	-7
> CCCCCNC(=O)c1nc(-c2c(F)cccc2F)oc1-c1ccccc1
    27	3%	-1%	12%	1%	18%	0%	2
> CCCC(=O)Nc1cc(S(=O)(=O)N2CCOCC2)ccc1N1CCCCC1
    -2	2%	-4%	15%	13%	-8%	11%	-1
> Cc1ccccc1NS(=O)(=O)c1nnc(NC(=O)c2ccccc2C)s1
    17	2%	1%&-7%	-18%&-15%	-15%	17%&11%	12%	1&7
> Cc1nn(C(=O)CN2C(=O)c3ccccc3C2=O)c(C)c1Br
    22	0%	1%	-7%	15%	5%	-10%	-2
> Cc1ccc(S(=O)(=O)NCC2CCC(C(=O)NCc3ccc(F)cc3)CC2)cc1 (stereo unspecified)
    .	.	2%	-4%	.	-5%	.	6

Profiles, quoted from the list. Order of values: DRD3 antagonist, EPAC2 ag, Abeta yeast res, FUS suppressor, EPAC2 antag, TDP43 rescue, aSyn yeast inh, D3 ag
Shown for O=c1c2c3c(sc2n(CCN2CCCC2)c(=O)n1Cc1ccco1)CCCCC3 : -64*, -2%, -17%, 20%, -5%, -5%, 9%, -10
Shown for O=C(NCCC1=CCCCC1)C1CCC(CNc2c(N3CCCC3)c(=O)c2=O)CC1 (stereo unspecified) : 4, -1%, -14%, 2%, 5%, -28%, 0%, 18

The list continues.
The line under a structure holds: DRD3 antagonist	EPAC2 ag	Abeta yeast res	FUS suppressor	EPAC2 antag	TDP43 rescue	aSyn yeast inh	D3 ag
> Cc1ccc(CC2SC(N)=NC2=O)cc1 (stereo unspecified)
    -16	1%	-12%	-45%[inhibitor]	2%	-15%	-8%	-5
> O=S(=O)(c1cccc(S(=O)(=O)N2CCOCC2)c1)N1CCCCCC1
    9	7%	4%	-9%	3%	10%	-4%	2
> COc1ccc(C(=O)OCCNC(=O)c2c(Cl)nc3ccccn23)cc1
    4	5%	-30%	23%	6%	?	-2%	6
> CC(=O)Nc1cccc(C(=O)NCc2ccc3c(c2)CCN3C(=O)c2ccccc2)c1
    .	.	0%	27%	.	24%	.	11
> CC(Oc1ccc(C(=O)c2ccccc2)cc1)C(=O)Nc1ccc(S(N)(=O)=O)cc1 (stereo unspecified)
    -9	-1%	22%	10%	-3%	13%	6%	-2
> CN(C)CCNC(=O)c1sc2nc(-c3ccccc3)cc(C(F)(F)F)c2c1N
    16	2%	-16%	29%	-9%	-5%[1.82 µM]	-3%	-18
> CCN(CC(=O)Nc1c(F)cccc1F)C(=O)CCc1nc2cc(S(=O)(=O)N3CCOCC3)ccc2n1C
    -19	2%	-11%	11%	4%	4%	-4%	-6
> CCN(CCCNC(=O)c1cc2c(=O)n(CC)c3ccccc3c2s1)c1ccccc1
    .	.	-3%	16%	.	0%	.	-12
> Cc1ccc2occ(CC(=O)N(Cc3ccc(C(C)C)cc3)C3CCS(=O)(=O)C3)c2c1 (stereo unspecified)
    .	.	11%	?	.	?	.	5
> COc1ccc(CNC(=O)CN(Cc2ccccc2OC)C(=O)c2csnn2)cc1
    3	13%	-11%	-19%	3%	-15%	-1%	-6
> CCCC1=C(C(=O)OCC)C(c2ccc(OC)c(CSc3ccccn3)c2)C(C#N)=C(N)O1 (stereo unspecified)
    -12	9%	0%	.	?	-23%	5%	0
> Cc1cc(NCCOCCO)n2c(nc3ccccc32)c1C#N
    -3	10%	-12%	17%	9%	-23%	-5%	-6
> COc1ccc(NC(=O)C2CCCN(S(=O)(=O)c3cccs3)C2)cc1OC (stereo unspecified)
    -8	-1%	-1%	-2%	7%	-7%	4%	3
> Cc1cc([N+](=O)[O-])ccc1NCc1ccc2c(c1)OCCO2
    -7	5%	26%	-10%	-5%	?	4%	3
> O=C(O)c1ccccc1NN=Cc1ccccc1
    -7	0%	-5%	8%	6%	-23%	-1%	-5
> CCCCCCn1c(SCCC)nc2c1c(=O)[nH]c(=O)n2C
    8	-15%	-1%	-2%	-1%	12%	3%	0
> C=CCOc1ccc(/C(CC)=N/O)cc1OC
    11	-1%	-8%	13%	13%	4%	5%	15
> Cc1ccc(C(=O)Nc2c(C#N)c(C)c(C)n2Cc2ccccc2)cc1
    51	6%	-2%	-15%	10%	-2%	-10%	-14
> COc1ccc(-c2[nH]c(-c3ccc(C(=O)O)cc3)nc2-c2ccccc2)cc1
    ?	-6%	7%	34%	15%	0%	1%	3
> CCOC(=O)[C@]12Cc3c(cc(OC)c(OC)c3OC)[C@H]1N(Cc1ccccc1)C(=O)c1cc(OC)ccc12
    2	-11%	1%	?	4%	0%	6%	-3
> CCOC(=O)c1c(C)n(-c2ccc(C)cc2)c2ccc(OCC(O)CNCCCO)cc12 (stereo unspecified)
    -25	9%	-21%	37%	-2%	-7%	-8%	-7
> Cc1cc(C(=O)OCC(=O)N(C)c2c(N)n(Cc3ccccc3)c(=O)[nH]c2=O)c(C)n1-c1ccccc1
    5	-10%	-5%	?	-7%	0%	9%	-11
> Cc1csc2nc(-c3cccc(NS(C)(=O)=O)c3)cn12
    .	.	-2%	11%	.	-9%	-13%	-6
> CCc1ccc(N2CC(C(=O)Nc3cccnc3)CC2=O)cc1 (stereo unspecified)
    -2	10%	21%	-8%	2%	7%	3%	-3
> CCC(C)NC(=O)c1c(C)cc(=O)oc1C (stereo unspecified)
    18	-1%	12%	5%	4%	-9%	2%	-14
> Cc1ccc(CN2CCC(CNS(=O)(=O)c3ccc(-c4ccc(=O)[nH]n4)s3)CC2)cc1
    1	2%	13%	2%	8%	28%	1%	-11
> O=C(c1ccc(Br)s1)N1CCN(C/C=C/c2ccccc2)CC1
    -75*	14%	0%	25%	-6%	-38%[inhibitor]	0%	-50
> CC1=C(C(=O)OC(C)C)C(c2cccs2)C(C(=O)OC(C)C)=C(C)N1
    36	-4%	0%	28%	?	-7%	10%	4
> Cc1nnc2c(N3CCN(c4ccc(F)cc4)CC3)nc3ccc(C(=O)c4ccccc4)cc3n12
    .	.	-11%	-3%	.	-6%	.	-6
> O=C(NC1CCCCC1)N1CCN(C(=O)c2ccco2)CC1
    ?	-1%	1%	10%	15%	-23%	-2%	-5
> CC1c2cc3c(cc2CCN1C(=O)c1ccc(Br)cc1)OCCCO3 (stereo unspecified)
    -10	29%	-28%	23%	2%	7%	-18%	1
> CCCc1ccc(C(=O)Cn2nc(C(=O)O)c3ccccc3c2=O)cc1
    8	3%	-14%	10%	5%	-26%	0%	3
> Cc1cc(C)n(-c2ccc(C(=O)Nc3ccc(C)c(S(=O)(=O)N(C)C)c3)cc2)n1
    2	1%	9%	29%	-12%	-13%	-8%	5
> Cn1c(=O)cc(OCC(=O)NCc2cccs2)c2ccccc21
    3	2%	1%	5%	6%	-4%[0.397 µM]	3%	-3
> COc1cccc(CNC(=O)COC(=O)c2nn(C)c(=O)c3ccccc23)c1
    -6	3%	9%	9%	13%	-12%	15%	-5
> O=C(O)c1cccc2c1C(=O)c1cc([N+](=O)[O-])cc([N+](=O)[O-])c1-2
    1	-2%	6%	-8%	8%	21%	9%	-2
> O=C(NCC(c1ccco1)N1CCCC1)c1ccc(S(=O)(=O)Nc2ccc(F)cc2)cc1 (stereo unspecified)
    -5	-4%	-8%	-7%	3%	-23%	2%	-12
> C=C(C)c1cccc(C(C)(C)NC(=O)Nc2nnc(C(C)C)s2)c1
    2	1%	16%	19%	-20%	14%	0%	0
> CCCSc1nnc(Cn2c(=O)sc3ccccc32)n1C
    -15	12%	2%	-16%	9%	0%	5%	-1
> O=C1/C(=C/c2ccc([N+](=O)[O-])cc2)C=C(c2ccccc2)N1c1ccccc1
    -16	12%	-6%	38%	-2%	-20%	-4%	-12
> CC(=O)c1cccc(NC(=O)c2ccc(NS(=O)(=O)c3c(C)noc3C)cc2)c1
    -22	-3%	-13%	44%	4%	-13%	0%	-2

The list is partial; rates above refer to the full screens.
